PTPN22 act: increases human PTPN22 phosphatase activity; recombinant LYP, DiFMUP fluorescence; 0 = plate median, 100 = signal doubled; Q9Y2R2; AID 697; activation, % at 2 µM; actives 0.11% (n = 96,000);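 active = activation at 2 µM above a set limit, the mean plus 5 SD, cut at about 37% in these data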
F-actin modifier: alters cytoskeleton assembly in HUVEC cells. actives 0.18% (n = 91,000). HUVEC TNFa F-actin phalloidin imaging, high content. inhibition, % at 2 µM;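 active = inhibition above the batch mean plus 3 SD and confirmed as a hit by visual image inspection, cut at about 30% in these data, passing the limit was not always enough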; note: strong numbers were not always called active
HIV Rev-RRE inh: disrupts HIV-1 Rev binding to RRE RNA. actives 0.79% (n = 97,000). inhibition, % at 8 µM. Rev peptide-RRE RNA binding, FRET. P05866. AID 704;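 active = inhibition above the screen-wide mean plus 3 SD, cut at about 35% in these data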;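 note: 0% = median DMSO wells and 100% = median Neomycin B control wells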
Target sequence (P05866 whole entry, looked up): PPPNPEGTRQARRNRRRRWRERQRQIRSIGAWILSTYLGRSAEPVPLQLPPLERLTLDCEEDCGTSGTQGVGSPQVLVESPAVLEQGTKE
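assay system = Cy5-tagged RRE RNA duplex with fluorescein-tagged Rev peptide | incubation = 5 + 15 min at 25 °C | also added = labelled Rev peptide | measure = % inhibition of FRET ratio versus controls | benchmarks = DMSO wells as 0% and neomycin B wells as 100% inhibition | measured by = FRET fluorescence readout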
FAK inh: blocks human focal adhesion kinase activity | biochemical FAK kinase activity assay | AID 727 | Q05397 | inhibition, %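 (tested at 7 µM)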 | actives 0.84% (n = 97,000); in the data active = inhibition above about 19%;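 note: 0% = DMSO and 100% = reference compound high control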
Pyk2 oligo antag: blocks oligomerization of human Pyk2 in cells; z-score (the deposit names both 25 µM and 10 µM); AID 1347419; Q293 cells, Pyk2 FERM NanoBiT luminescence; active compounds read low; Q14289; actives 0.83% (n = 99,000);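 active = Z-score of -3 or lower, scaled per plate to the spread of control and sample wells; inactive = z-score above -3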;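 note: negative z-score means lost luminescence so less FERM oligomerization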
Target sequence (Q14289 whole entry, looked up): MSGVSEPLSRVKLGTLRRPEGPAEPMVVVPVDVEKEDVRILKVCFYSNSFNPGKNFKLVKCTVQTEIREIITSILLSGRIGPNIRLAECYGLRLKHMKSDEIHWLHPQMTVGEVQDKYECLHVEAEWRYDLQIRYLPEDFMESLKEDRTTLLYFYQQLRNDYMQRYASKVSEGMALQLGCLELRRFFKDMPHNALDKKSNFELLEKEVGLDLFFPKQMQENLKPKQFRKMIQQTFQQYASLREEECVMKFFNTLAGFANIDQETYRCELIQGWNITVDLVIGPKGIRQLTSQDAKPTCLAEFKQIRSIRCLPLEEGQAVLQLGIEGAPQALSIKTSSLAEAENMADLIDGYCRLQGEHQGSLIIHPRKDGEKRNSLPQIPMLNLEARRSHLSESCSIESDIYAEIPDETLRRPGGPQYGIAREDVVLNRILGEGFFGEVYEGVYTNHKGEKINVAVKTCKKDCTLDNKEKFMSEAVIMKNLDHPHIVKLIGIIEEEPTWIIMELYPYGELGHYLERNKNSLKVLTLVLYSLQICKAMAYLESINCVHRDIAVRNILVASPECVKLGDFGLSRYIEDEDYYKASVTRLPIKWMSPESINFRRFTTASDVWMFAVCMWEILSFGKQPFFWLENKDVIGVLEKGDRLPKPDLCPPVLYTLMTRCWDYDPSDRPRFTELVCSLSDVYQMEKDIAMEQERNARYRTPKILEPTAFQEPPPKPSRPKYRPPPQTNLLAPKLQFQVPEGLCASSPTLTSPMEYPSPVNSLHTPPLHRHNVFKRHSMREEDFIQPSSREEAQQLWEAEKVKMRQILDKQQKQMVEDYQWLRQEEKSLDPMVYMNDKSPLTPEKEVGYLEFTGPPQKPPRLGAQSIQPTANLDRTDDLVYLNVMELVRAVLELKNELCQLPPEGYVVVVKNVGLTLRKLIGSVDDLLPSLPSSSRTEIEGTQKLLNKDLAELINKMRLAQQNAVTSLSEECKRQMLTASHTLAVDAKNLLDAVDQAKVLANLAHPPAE
EphB4 antag: blocks human EphB4 binding to ephrin-B2; inhibition, % at 7 µM; EphB4 LBD / TNYL-RAW-Alexa532 peptide, fluorescence polarization; P54760; actives 0.15% (n = 97,000);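 active = inhibition above the screen-wide mean inhibition plus 3 SD, cut at about 15% in these data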;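 note: 0% = DMSO wells and 100% = excess unlabeled TNYL-RAW peptide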
PLK1 kinase inh: PLK1 (human) kinase inhibition; P53350; recombinant PLK1 kinase, TR-FRET peptide phosphorylation; inhibition, % at 10 µM; actives 0.53% (n = 97,000);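 active = inhibition of 50% or more in the single-concentration screen; inactive = inhibition below 50%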;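 note: 0% = DMSO max control and 100% = H-89 dihydrochloride min control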
LYP inh 2: inhibitors of human LYP (PTPN22) phosphatase; Q9Y2R2; actives 0.21% (n = 96,000); recombinant LYP catalytic domain, DiFMUP fluorescence; inhibition, % at 2 µM;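 active = inhibition at 2 µM at or above a set limit, the screen mean plus 3 SD, cut at about 24% in these data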;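 note: 0% = DMSO with enzyme and 100% = enzyme fully blocked by orthovanadate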
Plk1 PBD FP: blocks phosphopeptide binding to human Plk1 polo box domain. Plk1 PBD phosphopeptide binding, fluorescence polarization. inhibition, %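 (tested at about 20 µM)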. actives 0.13% (n = 97,000). AID 693; in the data active = inhibition above about 34%, passing the limit was not always enough
An asterisk follows results filed as active; . = no result given. This is a random part of the collection. About 3.5% of those tested had a hit in this group.

SMILES	PTPN22 act	F-actin modifier	HIV Rev-RRE inh	FAK inh	Pyk2 oligo antag	EphB4 antag	PLK1 kinase inh	LYP inh 2	Plk1 PBD FP
Cn1c(NC(=O)c2ccccc2)c(-c2ccccn2)c(=O)c2ccccc21	1	0	6	-1	-0.87	-10	7	0	-12
CCCNS(=O)(=O)c1cccc(C(=O)NC2CCCc3ccccc32)c1 (stereo not given)	-5	6	5	1	-0.07	-1	-16	4	-6
Cc1nnc(SCC(=O)N2CCN(c3ccccc3)CC2)n1-c1ccccc1	0	-7	0	1	0.48	1	-10	-1	-3
CCOC(=O)C1CCCN(C(=O)CCC(=O)Nc2ccc3nc(N4CCOCC4)cc(C)c3c2)C1 (stereo not given)	-12	-7	4	2	-0.01	1	-5	10	-3
NC(=O)Cc1cn(-c2ncc(C(F)(F)F)cc2Cl)c2ccccc12	-2	-8	4	-1	-0.33	-1	0	2	30
CC(C)(C)n1nnnc1C(c1cccnc1)N1CCN(C2CCCCC2)CC1 (stereo not given)	5	-7	1	-3	0.05	-9	-1	-8	11
COC(=O)c1cc(OC)c(OC)cc1NC(=S)N1CCCCC1	-4	5	-3	-1	0.74	4	-4	6	27
COc1ccc(C)cc1NC(=O)CSc1nnc(CC(=O)Nc2ccccc2C)n1C	-12	-9	11	0	0.17	7	-7	11	-12
COc1ccc(Cn2c(N)c(C#N)c3nc4ccccc4nc32)cc1OC	3	4	25	0	-2.2	0	47	1	-28
Cc1ccc(S(=O)(=O)NCC(=O)N(CC(=O)NC2CCCC2)c2ccc3c(c2)OCCO3)cc1	3	9	2	4	1.1	4	-6	-5	-4

Continued; it opens with the 4 that closed the last part.
SMILES	PTPN22 act	F-actin modifier	HIV Rev-RRE inh	FAK inh	Pyk2 oligo antag	EphB4 antag	PLK1 kinase inh	LYP inh 2	Plk1 PBD FP
COC(=O)c1cc(OC)c(OC)cc1NC(=S)N1CCCCC1	-4	5	-3	-1	0.74	4	-4	6	27
COc1ccc(C)cc1NC(=O)CSc1nnc(CC(=O)Nc2ccccc2C)n1C	-12	-9	11	0	0.17	7	-7	11	-12
COc1ccc(Cn2c(N)c(C#N)c3nc4ccccc4nc32)cc1OC	3	4	25	0	-2.2	0	47	1	-28
Cc1ccc(S(=O)(=O)NCC(=O)N(CC(=O)NC2CCCC2)c2ccc3c(c2)OCCO3)cc1	3	9	2	4	1.1	4	-6	-5	-4
Cc1cccn2c(=O)c3cc(C(=O)N4COCC4(C)C)n(C)c3nc12	-4	.	-2	25*	1.2	-5	-7	4	-16
Cc1ccc(/C=C/c2ccc(=O)n(Cc3ccc(Cl)cc3Cl)n2)cc1	2	-4	9	5	0.41	4	-98	3	-7
CCCc1nnc(NC(=O)Cn2c(=O)oc3ccccc32)s1	15	5	0	2	-0.33	3	-11	-12	-7
COC(=O)C1=C(C)Nc2ccc(C)cc2S1	7	-7	4	-3	.	0	-3	-10	-16
O=C(c1ccccc1)C1CCc2occc2C1=O (stereo not given)	-3	-22	8	-2	0.27	2	-2	6	-18
Cc1cccc(Oc2ncc(-c3ccc(Cl)cc3)cn2)c1	-3	-1	5	-8	1.3	2	-11	6	16
CSc1ccc(/C=N\NC(=O)COc2ccc(Cl)cc2Br)cc1	-22	-6	7	4	0.41	-3	-8	26*	16
O=C(N/N=C/c1ccncc1)c1ccccc1	11	-18	4	3	1.5	9	-2	-6	-12
CCCn1c(SCC(=O)NC(C)C23CC4CC(CC(C4)C2)C3)n[nH]c1=O (stereo not given)	-1	-2	3	0	3.4	-1	-8	1	-4
CCOC(=O)c1ccccc1NC(=O)CSc1nnc(Cc2cccn2C)n1-c1ccc(C)cc1	-4	-12	-2	1	0.36	-7	-15	0	5
CCCN1C(=O)CN(C2CCCCCC2)C(=O)C1c1ccc(C)cc1 (stereo not given)	0	10	-1	-4	1.6	2	2	2	-6
C#CCSc1nccc(-c2nn(-c3ccc(C)cc3)ccc2=O)n1	-2	-18	6	0	-0.47	-2	1	1	7
Cc1ccc(SCC(=O)NCCN2C(=O)CSC2=O)cc1C	14	-2	6	-1	0.62	-3	-20	-11	13
Cc1cc(NC(=O)CSc2ccc3nnc(-c4ccccc4)n3n2)no1	2	-34	5	-4	-0.34	0	-4	-2	30
Cc1ccc(NS(=O)(=O)c2cc(C(=O)O)ccc2Cl)cc1	-7	-5	5	2	0.06	-16	-3	5	-2
CCCC(=O)C1=C(O)C(C(=O)OC)C(C)(C)CC1=NC(C)C (stereo not given)	-7	15	7	-1	-0.05	4	-2	9	-5
O=C1c2ccccc2C(Nc2ccc3c(c2)OCO3)N1Cc1ccc2c(c1)OCO2 (stereo not given)	4	-6	-2	3	.	-6	-18	-5	23
CCN1C(=C2C(=O)c3ccccc3C2=O)C=Cc2ccccc21	1	2	13	1	-0.94	-7	-10	-5	1
COc1ccccc1NC(=O)CC1C(=O)NCCN1C(=O)Nc1ccccc1 (stereo not given)	6	-11	6	-4	-0.19	1	-8	-6	-3
COc1ccc(OC)c(N2C(=O)[C@@H]3C(c4ccccc4Cl)=NO[C@@H]3C2=O)c1	-6	9	-8	19*	0.74	-3	-8	4	-14
CC1(C)C(=O)OC(c2cccs2)C2(CCCCC2)C1=O (stereo not given)	-9	0	8	-2	0.21	5	-2	8	12
Cc1cc(C)c(C)c(/C=C(/C#N)C(N)=S)c1C	-3	-3	-3	6	-0.42	2	-5	2	16
COc1ccc(-n2nc(C(=O)Nc3ccc4c(c3)OCO4)c3c4ccccc4n(C)c3c2=O)cc1	1	-5	-3	-4	-0.21	-2	-13	0	-12
CCCc1nnc(NC(=O)c2cccc(OC)c2)s1	-6	-25	2	4	-0.19	-1	3	6	27
CC(=O)NC1=NN(C(C)=O)C(C)(CS(=O)(=O)c2ccc3ccccc3c2)S1 (stereo not given)	18	34	1	-1	1	4	-8	-19	8
Cc1nc(-n2ncc(C#N)c2N)c2c3c(sc2n1)CCC3	8	.	0	5	1.3	0	9	-6	-14
O=C(NCc1ccco1)c1ccccc1NC(=O)C1CC(=O)N(c2ccc(Cl)cc2)C1 (stereo not given)	-7	-24	4	-2	0.45	-3	-9	5	16
CCn1c(SCc2ccc(Cl)cc2)nnc1-c1ccccc1	3	5	16	0	-0.67	2	-11	-4	7
CNc1c(N)n(Cc2ccccc2)c(=O)[nH]c1=O	-9	7	20	1	-0.21	6	-5	10	-8
CCOc1ccc(-n2ccnc2SCC(=O)Nc2nnc(CC)s2)cc1	4	.	0	-4	0.75	-2	13	-8	-9
NS(=O)(=O)c1ccc(CCNC(=O)C2CCCCN2S(=O)(=O)c2ccccc2)cc1 (stereo not given)	0	15	1	2	1.2	0	-11	4	0
CCc1nc(SCC(=O)Nc2ccnc3ccccc23)n[nH]1	16	8	3	7	0.26	1	-11	-20	1
CC1CCCC(NC(=O)COC(=O)CCC2CCCC2)C1C (stereo not given)	3	-1	-1	0	0.91	-1	1	-1	-9
COc1cc(/C=N/NC(=O)c2sc(N)c(C#N)c2C)cc(Br)c1O	-5	0	12	16	-2.4	1	-3	7	46
CC(C)CC(=O)Nc1nnn(C)n1	1	18	2	-3	0.09	2	-1	-1	-9
O=C(CCCN1C(=O)c2ccccc2C1=O)Nc1nccs1	5	.	10	1	0.99	-3	20	-4	-9
Cc1ccccc1CSc1nnc(C)n1N	-4	0	15	-1	0.08	4	0	4	7
Clc1cccc(Cl)c1Cn1cnc(=NCc2ccco2)c2[nH]cnc21	-1	-10	6	7	-0.29	-4	-8	-3	-5
COC1CCCCC1NS(=O)(=O)c1ccc(Cl)cc1 (stereo not given)	.	.	3	-2	.	-6	68*	.	-5
CN1C(=O)CC(N2CCC(c3nc4ccccc4[nH]3)CC2)C1=O (stereo not given)	-1	11	4	-8	.	-14	-16	0	-16
Cc1ccc(C)c(NC(=O)Cn2nnc(C(=O)Nc3c(C)cccc3C)c2N)c1	-3	-12	0	-2	0.76	-1	-13	0	-14
CS(=O)(=O)N1CCC(C(=O)Nc2ccccc2Sc2ccccc2)CC1	4	-6	7	-1	-0.72	3	-10	-5	-11
O=C(OCC(=O)N1CCN(C(=O)c2ccco2)CC1)c1cc(=O)c2ccccc2o1	6	6	7	6	-0.39	2	-1	-6	-9
CCOC(=O)Cn1c(=O)c2c(nc(Br)n2Cc2ccccc2Cl)n(C)c1=O	-3	-14	1	2	0.46	-2	-7	4	-9
COc1ccc(CC(=O)N2CCCC(C)C2)cc1 (stereo not given)	6	22	8	3	-0.66	0	-14	-4	8
O=C(NCc1ccccc1)C1COc2ccccc2O1 (stereo not given)	6	-19	4	0	0.42	5	-5	-7	19
Cc1ccc(NC(=O)NCc2ccc3c(c2)OCO3)cc1	-6	-16	4	2	0.13	2	2	8	-10
CC(C)(C)n1nc2c(c1NC(=O)Cc1ccc(F)cc1)CSC2	11	12	8	-1	.	-4	-13	-14	-12
CCn1c(CNc2ccc(OC)cc2)nnc1SCC(=O)Nc1ccc(F)cc1	-4	0	4	2	0.83	12	-10	3	-10
O=C(Nc1ccc2snnc2c1)N1CCSCC1	3	-5	6	0	1.2	-6	-10	-7	0
Further entries follow.
SMILES	PTPN22 act	F-actin modifier	HIV Rev-RRE inh	FAK inh	Pyk2 oligo antag	EphB4 antag	PLK1 kinase inh	LYP inh 2	Plk1 PBD FP
CCOC(=O)C1=C(C)NC(C)=C(C(=O)OCC)C1c1ccccn1	-2	1	-4	-1	1.1	-16	-1	2	-1
CC1CCCCN1c1nnc(N)s1 (stereo not given)	-9	.	7	5	0.3	-3	-2	7	11
Cc1ccccc1NC(=S)N(C)Cc1cccs1	-6	6	4	-1	-0.03	1	-6	7	-10
Cc1ccccc1OCC1Cc2c(nc(N)c(C#N)c2N)O1 (stereo not given)	-2	0	9	2	-0.65	-4	12	6	-13
CCc1nnc(NC2=NCCC2)s1	-3	-33	0	2	1.2	-3	1	1	-23
NC(=O)c1cn(-c2ccccc2)nc1-c1cccnc1	-9	19	5	2	-0.11	-6	3	5	4
CC(C)NC(=O)C1CC(=O)N(C(C)c2ccccc2)C1 (stereo not given)	-2	15	1	2	1.3	-3	1	2	6
COc1ccc(C2=C(N)c3ccccc3C2=O)cc1	-6	.	3	-7	-0.62	-5	-15	5	-1
Cc1ccc(O)c(N=CC2=C(O)c3ccccc3C2=O)c1	7	-1	20	11	-2	-3	4	-9	-8
Cc1ccccc1N1C(=O)C2C3C=CC(C2C1=O)N(C)C3=O (stereo not given)	-2	6	8	-2	-0.58	1	-4	4	-19

Retrieved by structure from above (2):
SMILES	PTPN22 act	F-actin modifier	HIV Rev-RRE inh	FAK inh	Pyk2 oligo antag	EphB4 antag	PLK1 kinase inh	LYP inh 2	Plk1 PBD FP
NC(=O)c1cn(-c2ccccc2)nc1-c1cccnc1	-9	19	5	2	-0.11	-6	3	5	4
CCOC(=O)C1=C(C)NC(C)=C(C(=O)OCC)C1c1ccccn1	-2	1	-4	-1	1.1	-16	-1	2	-1

(more compounds)
SMILES	PTPN22 act	F-actin modifier	HIV Rev-RRE inh	FAK inh	Pyk2 oligo antag	EphB4 antag	PLK1 kinase inh	LYP inh 2	Plk1 PBD FP
COc1cc(S(=O)(=O)NCc2ccccn2)c(OC)cc1Cl	8	6	3	0	0.15	-7	-16	-8	-3
O=C(NCC1CCS(=O)(=O)C1)NCC1CCS(=O)(=O)C1 (stereo not given)	0	-24	7	0	0.24	-9	-1	-2	-13
CCOC(=O)c1c(NC(=O)/C=C/c2ccc(C)o2)sc(C)c1C	3	15	-2	3	0.84	5	-14	1	1
O=C(OC1CCOC1=O)c1cc(-c2ccc(Br)cc2)nc2ccccc12 (stereo not given)	2	16	7	7	-1.2	2	-11	-2	3
COc1ccc(NCc2nc3ccccc3n2CCOc2ccccc2)cc1	0	-1	-5	-3	-0.85	-3	0	-2	1
O=C(N1CCOCC1)C1(c2ccc(Cl)cc2)CCCC1	-4	6	1	1	-0.37	-2	-3	6	25
